# Screening results deposited in PubChem by several laboratories.
# 14-3-3 Bad PPI – inhibitors of 14-3-3 zeta/Bad binding, primary screen, biochemical, TR-FRET, bovine 14-3-3 zeta; 14-3-3 protein zeta/delta (Bos taurus), P63103; inhibition, % at 21.7 µM; 220,000 tested, 0.71% active; TR-FRET 14-3-3zeta/Dy647-pBad peptide displacement, 1 h;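 active = inhibition above about 70%, limit read from the data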;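 also: 0% = full 14-3-3 plus peptide FRET controls and 100% = background without 14-3-3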
# Target sequence (P63103 whole entry, looked up): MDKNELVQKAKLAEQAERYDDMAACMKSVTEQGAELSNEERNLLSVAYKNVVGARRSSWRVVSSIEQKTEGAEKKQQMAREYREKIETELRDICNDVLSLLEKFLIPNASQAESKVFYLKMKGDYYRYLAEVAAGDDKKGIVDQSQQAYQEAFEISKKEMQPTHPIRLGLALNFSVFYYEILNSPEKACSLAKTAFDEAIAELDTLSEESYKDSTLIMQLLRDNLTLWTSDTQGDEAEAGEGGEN
# Runt-CBFb FRET – inhibitors of RUNX1 Runt–CBFb binding, primary screen, biochemical, FRET, Cerulean-Runt, Venus-CBFb, uHTS; Cerulean-Runt/Venus-CBFb FRET ratio 530/480, 1 h; inhibition, % at 20 µM; 220,000 tested, 0.46% active;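 active = inhibition over about 50% at 20 µM in the single-dose screen, limit read from the data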;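 also: 0% = DMSO wells and 100% = excess unlabeled CBFb competitor control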
#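 Assay system: Cerulean-tagged RUNX1 Runt domain (FRET donor) fusion protein / Amount: 100 nM each of Venus-CBFb and Cerulean-Runt domain / Medium: Tris buffer pH 7.5 with salts and BSA / Also added: Venus-CBFb 100 nM / Schedule: 1 h complex formation plus 1 h compound treatment, room temperature / Signal: FRET fluorescence / Read-out: loss of energy transfer signal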
# EBV gp42 block – Epstein-Barr virus gp42 inhibitors, primary screen, biochemical, uHTS, fluorescence polarization | Glycoprotein 42 (Epstein-Barr virus (strain AG876)), Q1HVG2 | Fluorescence polarization binding assay, mP read-out | inhibition, % (tested at 21.74 µM) | AID 1085, 2008 | 220,000 tested, 0.42% active; in the data active = inhibition above about 50%
# Target sequence (Q1HVG2 whole entry, looked up): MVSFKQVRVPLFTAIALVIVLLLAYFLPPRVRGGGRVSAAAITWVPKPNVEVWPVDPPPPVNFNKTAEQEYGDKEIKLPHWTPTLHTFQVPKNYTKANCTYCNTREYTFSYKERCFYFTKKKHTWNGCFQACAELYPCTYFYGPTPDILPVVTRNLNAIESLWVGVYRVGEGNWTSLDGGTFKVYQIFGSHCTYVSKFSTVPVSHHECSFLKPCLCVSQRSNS
# Runt-SMMHC FRET – inhibitors of RUNX1 Runt–CBFb-SMMHC binding, primary screen, biochemical, FRET, Cerulean-Runt, Venus-CBFb-SMMHC, uHTS. Cerulean-Runt/Venus-CBFb-SMMHC FRET ratio 530/480, 1 h. inhibition, % at 20 µM. 220,000 tested, 0.74% active;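 active = mean inhibition across duplicate retests at 20 µM reaching about 50%, limit read from the data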;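 also: 0% = DMSO wells and 100% = wells with excess untagged CBFb-SMMHC; inhibitors lower the FRET ratio by blocking Runt binding to CBFb-SMMHC; some results filed as inactive read as strong as hits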
# TbHK1 inh – Trypanosoma brucei hexokinase 1 inhibitors, primary screen, biochemical, G6PDH-coupled NADH absorbance, MLSCN library. 220,000 tested, 0.11% active. recombinant TbHK1, G6PDH-coupled NADH A340. inhibition, % at 10 µM. hexokinase 1 [Trypanosoma brucei];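 active = inhibition of 50% or more in the single-dose primary screen; inactive = inhibition below 50%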
# zVAD death inh – inhibitors of zVAD-triggered necroptosis, primary screen, L929 cells; viability rescue, % at 10 µM; AID 1377, 2008; L929 zVAD necroptosis rescue, ATP luminescence, 24 h; with zVAD 60 µM; 220,000 tested, 0.38% active;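 active = activation, scaled between plate controls, above about 75%, limit read from the data; inactive = activation under that limit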;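 also: 0% = zVAD with DMSO and 100% = DMSO alone without zVAD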
# p47phox inh – p47phox/p22phox peptide binding inhibitors, primary screen, biochemical, uHTS, NADPH oxidase regulatory subunit; fluorescence polarization, 2 h; inhibition, % at 24.7 µM; 220,000 tested, 0.53% active; Neutrophil cytosol factor 1 (Homo sapiens), P14598;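 active = inhibition above about 30%, limit read from the data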;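 also: 0% = p47phox with labelled peptide and 100% = labelled peptide alone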
# MDM2 E3 inh – MDM2-luciferase reporter signal enhancers, primary screen, MDM2 E3 ligase inhibitor project, cell-based, luminescence, 1536-well | cell-based MDM2 ubiquitination luciferase reporter, 2 h; 0 = plate control, 100 = twice control, blank-subtracted | signal enhancement, % at 5 µM | 210,000 tested, 0.11% active | E3 ubiquitin-protein ligase Mdm2 (Homo sapiens), Q00987;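 active = signal enhancement of 30% or more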;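 also: luminescence tracks abundance of the self-degrading MDM2-luciferase fusion protein; higher signal means inhibition of MDM2 E3 ligase activity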
#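 System: stable MDM2–luciferase fusion reporter cells / Input: 2000 cells seeded into each well / Schedule: 4 h settle plus 2 h compound, 37 °C / Compound: single-point 5 µM / Buffer or medium: cells held in DMEM / Benchmarks: control and blank well means / Evaluation: percent signal gain over controls, blank-subtracted / Measured by: luciferase luminescence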
# Hck Nef HTS – inhibitors of Nef-activated human Hck kinase, primary screen, biochemical, Z-Lyte FRET, 384-well, Hck-YEEI. Recombinant Hck-YEEI plus Nef, Z-Lyte FRET kinase assay. inhibition, % at 20 µM. 220,000 tested, 0.68% active. AID 463187, 2010;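 active = Hck-Nef kinase inhibition above about 50%, limit read from the data; inactive = inhibition below that limit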;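 also: 0% = DMSO with Hck plus Nef and 100% = Hck alone without Nef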
# Target sequence (P08631 whole entry, looked up): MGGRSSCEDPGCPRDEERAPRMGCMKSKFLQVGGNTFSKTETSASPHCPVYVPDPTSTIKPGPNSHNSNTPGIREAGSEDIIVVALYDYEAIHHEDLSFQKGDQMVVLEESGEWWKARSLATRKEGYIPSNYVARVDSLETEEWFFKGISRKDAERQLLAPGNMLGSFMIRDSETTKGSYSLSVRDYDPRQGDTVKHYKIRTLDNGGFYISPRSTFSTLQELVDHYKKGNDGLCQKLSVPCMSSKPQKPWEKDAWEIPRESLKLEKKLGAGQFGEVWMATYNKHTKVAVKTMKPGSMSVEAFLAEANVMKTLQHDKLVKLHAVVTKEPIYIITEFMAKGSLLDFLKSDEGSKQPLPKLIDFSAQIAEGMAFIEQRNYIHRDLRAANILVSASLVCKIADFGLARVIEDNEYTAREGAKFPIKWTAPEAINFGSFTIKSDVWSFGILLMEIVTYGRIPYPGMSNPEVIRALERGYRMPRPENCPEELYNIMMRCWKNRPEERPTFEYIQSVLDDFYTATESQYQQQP
# Active calls of the source: *; x = not tested or not shown; [ ] = dose if it differs, or a comment.
SMILES,14-3-3 Bad PPI,Runt-CBFb FRET,EBV gp42 block,Runt-SMMHC FRET,TbHK1 inh,zVAD death inh,p47phox inh,MDM2 E3 inh,Hck Nef HTS
CN(C)c1ccnc(Oc2ccc(Cl)cc2)c1C#N,0[fluorescence artefact?],0,-1,-5,-2,0.9,-8,-24,1
O=C(Nc1nc2cc3c(cc2s1)OCCO3)c1cccc(S(=O)(=O)N2CCOCC2)c1,x,-5,x,4,-25,73,x,x,-2
CCC1(c2ccccc2)NC(=O)N(Cc2ccc(C(=O)OC)cc2)C1=O (stereo not given),8[fluorescence artefact?],0,-33,4,-4,0.7,-17,-10,1
O=C(CSc1nc(-c2ccccc2)cs1)NCc1ccco1,-2,2,-2,4,4,0.0,-12,-28,10
O=C(NC(CCl)c1ccccc1)c1ccc(Cl)cc1 (stereo not given),-6,0,2,3,-3,-0.2,-16,-6,5
O=C(Nc1cccc2c1CCCC2)c1ccncc1,-5,1,-6,0,-1,-0.8,-14,-2,-9
C=CCN1C(=O)C2(c3ccccc31)C1CCCC=C1C(C#N)=C(N)C2(C#N)C#N (stereo not given),70[fluorescence artefact?],-11,-17,-34,4,-0.1,-15,-8,1
CC(C)(C)NC(=O)NC(=O)COC(=O)Cc1ccc(Cl)cc1Cl,0,1,5,-4,-1,2.4,0,-3,21
CCCCCOc1ccc(N2C(=O)C(C)CNC2=S)cc1 (stereo not given),-8,-1,-16,1,-10,0.3,-11,-3,3
Cn1cnc(S(=O)(=O)Nc2ccccc2C(=O)NCC2CC2)c1,2,-1,-9,1,-13,0.0,-1,-9,21
Cc1ccc(S(=O)(=O)Nc2cc(NC(=O)CN3CCOCC3)ccc2Cl)cc1,17,-1,-4,-1,1,0.2,-6,-16,1
COc1ccc([N+](=O)[O-])cc1N(CC(O)CN(C)C)S(=O)(=O)c1ccccc1 (stereo not given),7[fluorescence artefact?],-1,-18,2,-4,-0.5,-7,-5,3

# An excerpt of these results, with two lines to a compound:
# Values run as follows: 14-3-3 Bad PPI	Runt-CBFb FRET	EBV gp42 block	Runt-SMMHC FRET	TbHK1 inh	zVAD death inh	p47phox inh	MDM2 E3 inh	Hck Nef HTS
O=C(Nc1nc2cc3c(cc2s1)OCCO3)c1cccc(S(=O)(=O)N2CCOCC2)c1
    x	-5	x	4	-25	73	x	x	-2
CCC1(c2ccccc2)NC(=O)N(Cc2ccc(C(=O)OC)cc2)C1=O (stereo not given)
    8[fluorescence artefact?]	0	-33	4	-4	0.7	-17	-10	1
O=C(CSc1nc(-c2ccccc2)cs1)NCc1ccco1
    -2	2	-2	4	4	0.0	-12	-28	10
O=C(NC(CCl)c1ccccc1)c1ccc(Cl)cc1 (stereo not given)
    -6	0	2	3	-3	-0.2	-16	-6	5
O=C(Nc1cccc2c1CCCC2)c1ccncc1
    -5	1	-6	0	-1	-0.8	-14	-2	-9
C=CCN1C(=O)C2(c3ccccc31)C1CCCC=C1C(C#N)=C(N)C2(C#N)C#N (stereo not given)
    70[fluorescence artefact?]	-11	-17	-34	4	-0.1	-15	-8	1
CC(C)(C)NC(=O)NC(=O)COC(=O)Cc1ccc(Cl)cc1Cl
    0	1	5	-4	-1	2.4	0	-3	21
CCCCCOc1ccc(N2C(=O)C(C)CNC2=S)cc1 (stereo not given)
    -8	-1	-16	1	-10	0.3	-11	-3	3
Cn1cnc(S(=O)(=O)Nc2ccccc2C(=O)NCC2CC2)c1
    2	-1	-9	1	-13	0.0	-1	-9	21
Cc1ccc(S(=O)(=O)Nc2cc(NC(=O)CN3CCOCC3)ccc2Cl)cc1
    17	-1	-4	-1	1	0.2	-6	-16	1
COc1ccc([N+](=O)[O-])cc1N(CC(O)CN(C)C)S(=O)(=O)c1ccccc1 (stereo not given)
    7[fluorescence artefact?]	-1	-18	2	-4	-0.5	-7	-5	3

# (next part)
SMILES,14-3-3 Bad PPI,Runt-CBFb FRET,EBV gp42 block,Runt-SMMHC FRET,TbHK1 inh,zVAD death inh,p47phox inh,MDM2 E3 inh,Hck Nef HTS
CC(Cc1cccs1)NC(=O)Nc1ccc(Cl)c(Cl)c1 (stereo not given),-4,0,-21,0,4,1.8,2,-3,-1
Cc1ccc(-c2n[nH]c(S(C)(=O)=O)c2C#N)cc1,2,-1,-13,1,0,0.1,-10,-17,13
COc1cccc(-n2c(CN3CCN(c4ccccn4)CC3)nc3ccc([N+](=O)[O-])cc3c2=O)c1,-8,0,-8,-5,-19,-0.2,-6,-9,-10
CCN(CC)c1ccc(-c2nnc(SCC(=O)Nc3ccccc3C#N)n2-c2ccccc2)cc1,11,-4,-14,-2,-22,0.5,-19,-77,66*
Cc1ccc(C)c2c1cc(C)c1nnc(SCc3ccccn3)n12,4,0,-14,-2,-6,0.6,-7,12,3
Cc1cc(NC(=O)NC(=O)c2ccc(F)cc2F)n[nH]1,1[fluorescence artefact?],-1,-14,0,4,0.1,2,-42,1
COc1ccc(NC(=O)CSc2nnc(-c3cccs3)n2Cc2ccco2)cc1OC,-1,16,-20,5,7,0.0,-7,-21,0
O=C(c1cncs1)N1CCCC(CNS(=O)(=O)c2cccs2)C1 (stereo not given),-8,0,3,3,5,9.1,9,-3,20
O=C1COc2ccc(C(=O)COC(=O)c3cc(S(=O)(=O)NCc4ccccc4)ccc3O)cc2N1,-2,0,-19,-8,-14,-0.2,-22,x,27
CN(C)c1ccccc1C(=O)N1CCCC(C(=O)c2ccc3ccccc3c2)C1 (stereo not given),-1,-2,-7,4,-5,0.9,-8,-11,2
COc1ccc(-n2nc(C(=O)c3cccs3)cc(-c3nc4ccccc4[nH]3)c2=N)cc1,4,-4,-10,-26,-5,-0.2,25,-45,5
CCCC(=O)Nc1ccccc1NC(C)=O,1,0,-2,-4,2,1.0,-10,2,1
COCC(C)n1c(C)cc(C(=O)COc2ccc(C)nc2[N+](=O)[O-])c1C (stereo not given),11,17,-2,1,-18,-0.3,x,-4,4
O=C(CCC1CCCC1)c1c(O)c2ccccc2oc1=O,17,1,-7,0,-6,0.4,-1,-2,2
COc1ccc(CN2CCCCC2c2cccnc2)c(OC)c1C (stereo not given),x,-4,x,2,-2,0.5,x,x,-1
COc1ccc(/C=N/NC(=O)c2ccccc2O)cc1COc1ccccn1,-2,0,4,-1,-43,0.0,-4,-9,13
O=C(Nc1ccc2oc(-c3ccccc3F)nc2c1)c1ncn[nH]1,5,0,6,-9,-3,0.2,-15,6,0
COc1ccc(-n2c(C)nnc2SCC(=O)N2C(C)CCCC2C)cc1 (stereo not given),5,0,-1,-1,-2,-0.1,2,4,-1
COc1ccc(N(CC(=O)Nc2ccc3c(c2)OCCO3)S(=O)(=O)c2cccnc2)cc1,-1,0,-14,0,-3,0.8,-15,-12,-5
CCN(CC)S(=O)(=O)c1cc([N+](=O)[O-])ccc1NNC(=O)Nc1ccccc1OC,3[fluorescence artefact?],24,7,6,-5,0.5,-17,-17,-17
CC(=O)[C@@]1(O)CC[C@H]2[C@@H]3C[C@H](C)C4=CC(=O)C=C[C@]4(C)[C@@]3(F)[C@@H](O)C[C@@]21C,-7,0,-1,6,-1,63,3,x,-2
O=c1cc(CN2CCc3ccccc3C2)nc2sccn12,-15,-4,-8,-1,-5,0.3,-15,-8,17
COc1cc(C(=O)NNC(=O)Nc2ccc([N+](=O)[O-])cc2)cc(OC)c1OC,7,-1,-5,0,-24,1.3,2,-10,1
Cn1c2ccccc2c2cc(C(=O)OCC(=O)N3CC(=O)Nc4ccccc43)sc21,-23,0,-72,-2,-21,5.7,-81,-14,2
Cc1cc(C)c(C2C(C#N)=C(N)Oc3n[nH]c(C)c32)cc1CN1CCOCC1 (stereo not given),-12,2,6,3,-5,0.8,-4,-11,1
CCOC(=O)N1CCN(C(=O)CCn2nc(-c3ccc(Cl)cc3)ccc2=O)CC1,-7,0,-20,1,-3,0.8,-8,-14,1
C/C(N)=C(/C#N)C(=O)CSc1nc2ccccc2c(=O)n1Cc1ccc(F)cc1,45,0,41,-6,12,0.8,-8,0,20
Cc1ccc(Nc2cc(C)nc3nc(C)nn23)c(C)c1,5[fluorescence artefact?],0,-15,-4,-3,x,-2,x,-8
COc1nccc(Nc2ccccc2)c1C#N,x,-1,-2,1,2,-0.1,44*,-16,1
CCc1ccc(-c2cc(C(F)(F)F)n3nc(C(=O)Nc4cnn(Cc5ccc(C)cc5)c4)cc3n2)s1,30,-50,-16,-4,3,0.6,10,-21,6
Cc1ccccc1NC(=O)c1oc(=O)c2ccccc2c1-c1ccccc1,-12,-2,-5,0,31,0.1,-2,-6,3
COc1ccc(N2CCN(C(=O)CSc3nnnn3-c3ccc4c(c3)OCCO4)CC2)cc1,-8[fluorescence artefact?],1,-5,4,-6,-0.2,-18,-11,1
CC1(C)CC(=O)C(CC(=O)NC(=O)NCc2ccccc2)=C(O)C1,-12,-2,-11,-2,-3,0.0,0,5,0
COc1ccccc1NC(=O)c1ccccc1-c1nc(-c2ccccc2OC)no1,-9,-1,-13,-4,7,0.5,-3,1,9
CCN(CC(=O)NCCc1ccc(F)cc1)Cc1nc2ccccc2c(=O)[nH]1,-2,0,-19,2,-6,-0.3,-9,x,10
NCCCC(=O)N1c2ccccc2Sc2ccccc21,9,0,0,16,2,0.7,-4,-7,-1
CN1CCN(C2=C(NS(=O)(=O)c3cccs3)C(=O)c3ccccc3C2=O)CC1,-3,6,-11,4,-18,11,-16,-8,-14
